Tau ThT inhib – blocks human tau fibril formation measured by thioflavin T | hit rate 2.1% among 270,000 | P10636 | AID 1460 | Potency, µM (titrated, usually from 57.4 µM), for inactives: at the top dose activity, negative = inhibition, actives largely listed as inhibitors | recombinant tau K18 P301L, heparin-induced fibrillization, ThT fluorescence; note: % is set by controls: 0 for no effect and ±100 for the full control effect; nearly all actives have a fitted effect of over 55% in size
Target sequence (P10636 561-689 P618L limits assumed): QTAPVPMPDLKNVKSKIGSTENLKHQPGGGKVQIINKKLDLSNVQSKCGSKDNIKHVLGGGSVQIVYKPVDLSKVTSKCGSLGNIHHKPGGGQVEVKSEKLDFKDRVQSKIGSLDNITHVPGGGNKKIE
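Heparin-induced fibrillization of the P301L-mutant K18 repeat-domain fragment of human tau was followed by ThT binding in quantitative high-throughput format.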
HTT ATP protect – cytoprotection in Huntington HTT-Q103 PC12 cell model. PC12 HTT-Q103 induced, cytoprotection, ATP luminescence, 40 h. hit rate 0.14% among 230,000. Potency, µM (doses to about 56.4 µM), for the others: cytoprotection (ATP increase), usual class: activators;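 note: % of control where 0% means no effect; nearly all actives have a fitted effect of over 45% in size; toxic huntingtin expression switched on by the ecdysone agonist tebufenozide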
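ATP quantification (ATPlite) reports survival of PC12 cells in which tebufenozide, 100 nM final, switches on Htt exon 1 with 103 glutamines linked to GFP; compounds are titrated.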
GAA glycogen mod – inhibitors or activators of human alpha-glucosidase glycogen cleavage; P10253; recombinant GAA, glycogen substrate, Amplex Red glucose oxidase fluorescence; Potency, µM (titrated, usually from 76.4 µM), for inactives: at the top dose activity change, negative = inhibition, most hits filed as inhibitors; hit rate 0.38% among 300,000; AID 2100;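 note: 0% = full enzyme reaction and -100% = no-enzyme basal signal; the screen sought inhibitors and activators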
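Recombinant enzyme (4 nM final) with compounds titrated up to 77 uM and bovine liver glycogen (30 ug) in citrate pH 5.0, 0.01% Tween-20, 37 C 40 min. Released glucose detected by Amplex Red/glucose oxidase (Ex 573/Em 610); AC50 from Hill fits.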
aGlu spleen mod – inhibits or activates alpha-glucosidase in human spleen homogenate; P10253; human spleen homogenate, 4-MU-alpha-glucoside fluorescence; Potency, µM (titrated, usually from 79.9 µM), inactives show top-dose activity change, negative = inhibition, actives largely listed as inhibitors; hit rate 0.006% among 240,000;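 note: 0% = enzyme with vehicle and -100% = no enzyme basal signal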
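Compounds were titrated against alpha-glucosidase in spleen homogenate at pH 5.0, with 1 mM 4-methylumbelliferyl substrate for 40 min at 37 C. Reactions were quenched with pH 10 NaOH/glycine and fluorescence measured.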
GLA spleen mod – inhibitors or activators of human alpha-galactosidase in spleen homogenate. P06280. human spleen homogenate, 4MU-alpha-Gal fluorescence, 40 min. Potency, µM (highest dose often 80 µM), for the others: at the top dose activity change, negative = inhibition, hits mostly inhibitors. hit rate 0.008% among 240,000;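 note: 0% = enzyme with vehicle and -100% = no enzyme basal signal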
Target sequence (P06280 32-429 limits assumed): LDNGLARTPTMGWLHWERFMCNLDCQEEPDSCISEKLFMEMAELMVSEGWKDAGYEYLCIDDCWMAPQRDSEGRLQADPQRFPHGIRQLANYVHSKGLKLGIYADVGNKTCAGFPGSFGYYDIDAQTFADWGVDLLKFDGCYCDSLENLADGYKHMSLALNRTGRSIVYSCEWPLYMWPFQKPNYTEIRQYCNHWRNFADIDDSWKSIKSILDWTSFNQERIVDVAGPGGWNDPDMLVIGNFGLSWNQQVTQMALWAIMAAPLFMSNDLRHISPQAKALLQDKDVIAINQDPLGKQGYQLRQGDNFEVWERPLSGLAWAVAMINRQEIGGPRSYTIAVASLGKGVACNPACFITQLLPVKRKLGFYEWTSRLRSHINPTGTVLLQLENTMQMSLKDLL
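Fluorogenic readout (Ex 365/Em 440 nm) of 4-methylumbelliferone released from 1 mM 4-MU-alpha-galactoside by spleen homogenate, 40 min at 37C, pH 5.0. Data normalized to no-enzyme and enzyme controls; Hill-equation AC50 from compound titrations.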
Tau fibril FP – tau fibrillization inhibition (FP); Potency, µM (series often up to 57.7 µM), inactives show at the top dose activity, negative = inhibition, hits mostly inhibitors; K18 P301L tau heparin fibrillization, Alexa594 FP, 6 h; AID 1468; P10636; hit rate 0.39% among 280,000; note: % is set by controls: 0 for no effect and ±100 for the full control effect; nearly all actives have a fitted effect of over 55% in size
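Recombinant K18 P301L […], labeled with Alexa 594 at 0.24 uM over 15 uM unlabeled; heparin inducer 20 uM final; 37 C, 6 hr; FP endpoint.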
GAA inhib – blocks human lysosomal alpha-glucosidase | Potency, µM (top dose mostly 76.9 µM), for the others: at the top dose activity change, negative = inhibition, usual class: inhibitors | purified human GAA, 4-MU-alpha-glucoside fluorescence | P10253 | hit rate 0.005% among 200,000;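 note: plate controls were uninhibited enzyme wells for no effect and no-enzyme background for full effect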
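Endpoint fluorogenic read: 20 min room-temperature reaction of 4 nM human alpha-glucosidase with 400 uM 4-methylumbelliferyl-alpha-D-pyranoside, pH 5.0, quenched with 1M NaOH/1M glycine pH 10. AC50 from Hill modeling.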
Tau fluor counter – counter-screen for tau fibril formation inhibitors. tau K18 P301L (four-repeat tau fragment) Alexa594 fluorescence, heparin fibrillization. Potency, µM (top dose mostly 57.7 µM), inactives show at the highest dose activity change, negative = decrease. hit rate 0.93% among 280,000. AID 1463; note: % is set by controls: 0 for no effect and ±100 for the full control effect; nearly all actives have a fitted effect of over 55% in size
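Human K18 P301L tau (15 uM unlabeled plus 0.24 uM Alexa 594-labeled, final) in 100 mM sodium acetate pH 7 was mixed with compound and 20 uM heparin and incubated 6 hr at 37 C.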
The depositor's hits bear a star; ? = inconclusive; . = no result given; [ ] = another dose, or the depositor's remark. Calls come from the whole dose curve; as a rule, active = well fitted curve in the direction sought with a large enough effect; inconclusive = small, poorly fitted or top-dose-only effect, or another doubt; inactive = no such curve, though single readings can be large; an effect the other way counts as inactive or inconclusive. Potency is the fitted concentration of half-maximal effect.

#1 CCCN(CC(=O)Nc1ccc(C)cc1Br)CC(=O)Nc1ccc(F)c(F)c1F
#2 CSc1cccc(NC(=S)N2CCCN(Cc3cccc(Cl)c3)C2)c1
#3 CC1C(=O)C(C)C(c2cccs2)NC1c1cccs1 (configuration not stated)
#4 CCOC(=O)CSc1nc2c(sc(=S)n2-c2ccccc2)c(=O)[nH]1
#5 O=C(Nc1ccc2c(c1)OCCO2)C1c2ccccc2C(=O)N2CCc3ccccc3C12 (configuration not stated)
#6 COC(=O)c1ccc(N2C(=O)c3cc(N4CCOCC4)c([N+](=O)[O-])cc3C2=O)cc1
#7 Cc1ccc(Oc2c(C(F)(F)F)oc3c(CN4CCCCC4C)c(O)ccc3c2=O)cc1 (configuration not stated)
#8 CCN(CC)c1ccc(C(=O)OCC(=O)NCC2CCCO2)cc1 (configuration not stated)
#9 C=C1CCC2[C@](C)(CO)[C@H](O)CC[C@@]2(C)[C@@H]1C/C=C1/C(=O)OC[C@H]1O (some centres not stated)
#10 COc1ccc(NC(=O)C2c3cc(OC)c(OC)cc3C(=O)N(C)C2c2cccnc2)cc1OC (configuration not stated)
Compound	1	2	3	4	5	6	7	8	9	10
Tau ThT inhib	-12%	-6%	-14%	-6%	-9%	-10%	-12%	-11%	-9%	-2%
HTT ATP protect	-1%[1.9 µM]	-32%	-10%	.	-19%	9%[10 µM]	.	-27%	7.1µM*	-2%
GAA glycogen mod	-18%	9%	-2%	-10%	-5%	4%	-7%[76.3 µM]	11%	.	6%
aGlu spleen mod	-6%	-2%	-9%	-2%	-2%	-4%	.	-5%	-8%	4%
GLA spleen mod	2%	0%	-2%	1%	-3%	-27%	.	4%	3%	2%
Tau fibril FP	9%	?	-4%	-6%	10%	3%	1%	-8%	16%	1%
GAA inhib	-13%	-2%	-6%	-4%	1%	1%	.	?	.	-25%
Tau fluor counter	-22%	?	-13%	-9%	-12%	-2%	-23%	-8%	-13%	0%

Only GLA spleen mod, Tau ThT inhib and HTT ATP protect, for two of the compounds above:
item | structure | GLA spleen mod | Tau ThT inhib | HTT ATP protect
3 | CC1C(=O)C(C)C(c2cccs2)NC1c1cccs1 (configuration not stated) | -2% | -14% | -10%
4 | CCOC(=O)CSc1nc2c(sc(=S)n2-c2ccccc2)c(=O)[nH]1 | 1% | -6% | .

(list continues)
#11 Cc1nc2sc(C(c3cccc(F)c3)N3CC(C)OC(C)C3)c(O)n2n1 (configuration not stated)
#12 CC(Sc1nnnn1C)C(=O)Nc1ccc(Oc2ccccc2)cc1 (configuration not stated)
#13 COc1cccc(CNc2nc3nc4c(c(=O)n3[nH]2)CCC4)c1
#14 COC(=O)CNC(=O)C12CC3CC(C1)CC(c1ccc(C)cc1)(C3)C2
#15 CCOC(=O)c1c(NC(=O)CSc2nnnn2C)sc(C)c1-c1ccc(C)cc1
#16 CCCCCCC/C=C/C1=CC2(C)CC1(C)C(CCCCCCC)CC2=O (configuration not stated)
#17 COc1cccc(C2CCCN2Cc2nc(CCC(C)C)no2)c1 (configuration not stated)
#18 Cc1cc(=O)[nH]c2c1c(C)nn2C1CCOC(C)(C)C1 (configuration not stated)
#19 O=C(Nc1cnc2sccn2c1=O)c1ccc(Cl)cc1Cl
#20 Cc1[nH]n(C)c(=O)c1[N+](=O)[O-]
Compound	11	12	13	14	15	16	17	18	19	20
Tau ThT inhib	-12%	-10%	-8%	1%	?	-3%[11.5 µM]	-8%	-2%	-10%	4%
HTT ATP protect	-14%	-14%[10 µM]	-12%	-9%	2%[10 µM]	-7%[10 µM]	1%[10 µM]	-22%	-28%	5%[10 µM]
GAA glycogen mod	1%	-2%	3%	16%	-26%	.	-14%	1%	0%	-1%
aGlu spleen mod	-4%	-16%	-11%	-2%	-6%	4%[17.4 µM]	4%	-4%	1%	-1%
GLA spleen mod	-3%	-12%	7%	-5%	11%	2%[17.5 µM]	8%	-23%	-5%	6%
Tau fibril FP	-6%	10%	-9%	-13%	-2%	-3%[11.6 µM]	6%	-5%	-7%	2%
GAA inhib	0%	-17%	-7%	2%	?	.	-4%	-2%	1%	.
Tau fluor counter	-10%	-18%	-7%	-4%	-18%	-6%[11.6 µM]	-10%	1%	-9%	4%

#21 Cc1ccc(N/N=C2\COC(C)(C)CC2=O)cc1
#22 Cc1nc(OCC(=O)c2ccc(Cl)cc2)c(C#N)c2c1COC(C)(C)C2
#23 c1ccc(Oc2ccc3ccccc3n2)cc1
#24 COc1ccc(Sc2ccccc2CN(C)C)cc1OC
#25 Cc1cc(NC(=O)Nc2cccc(Cl)c2)n(-c2ccccc2)n1
#26 COC(=O)c1cc(-c2cccs2)nn1-c1ccccc1
#27 CC(C)(C)c1ccc(CCC2OCC(CN3CCOCC3)O2)cc1 (configuration not stated)
#28 O=C(CCNS(=O)(=O)c1ccc2c(c1)CCC(=O)N2)NCc1ccc2c(c1)OCO2
#29 COc1cc(O)c2c(c1)C(=O)c1cc(C)cc(O)c1C2=O
#30 COc1cnc(N(C)C)nc1Sc1ccc(Cl)cc1
Compound	21	22	23	24	25	26	27	28	29	30
Tau ThT inhib	?	-16%	0%	-1%	-3%	-7%	-16%	-1%	?	?
HTT ATP protect	-15%[10 µM]	-13%	-22%	-1%	6%[10 µM]	10%	0%[10 µM]	-22%	.	0%
GAA glycogen mod	?	1%	4%	-13%	-6%	-1%	4%	2%	.	-7%
aGlu spleen mod	-7%	-3%	4%	-2%	-21%	-4%	-11%	-2%	-11%	1%
GLA spleen mod	2%	-6%	-3%	-6%	-1%	-6%	-3%	2%	?	8%
Tau fibril FP	-6%	-5%	2%	-5%	?	0%	-7%	-4%	-4%	-8%
GAA inhib	-12%	-5%	-1%	-9%	.	-7%	.	-5%	.	5%
Tau fluor counter	-7%	-20%	2%	-3%	?	-10%	-21%	-2%	-17%	?

New compounds follow
nr | SMILES | Tau ThT inhib | HTT ATP protect | GAA glycogen mod | aGlu spleen mod | GLA spleen mod | Tau fibril FP | GAA inhib | Tau fluor counter
31 | C/C(=N\Nc1cc(C)nc(NCc2ccccc2)n1)c1ccc([N+](=O)[O-])cc1 | ? | -3%[10 µM] | -6% | -2% | 5% | -11% | . | ?
32 | CC(C)CC(=O)Nc1ccc2nc(SCC(=O)N3CCOCC3)sc2c1 | 2% | . | -3%[76.3 µM] | . | . | -3% | . | -7%
33 | CCc1nc(SCC(=O)Nc2c(C)n(C)n(-c3ccccc3)c2=O)n[nH]1 | -7% | -5% | 1% | -6% | -4% | -5% | -4% | -2%
34 | O=C(c1cccc(F)c1)N1CCN(C(=O)C2CC2)CC1 | 4% | -35% | 1% | -2% | 2% | -1% | 1% | 4%
35 | COc1cc(NC(=O)c2nc3ccccc3nc2C)cc(OC)c1OC | ? | . | 15%[76.3 µM] | . | . | -1% | . | ?
36 | CCN(CC)C(=O)c1sc2[nH]c(=S)n(-c3ccccc3)c(=O)c2c1C | -2% | -20% | -6% | 0% | -3% | 2% | -2% | 0%
37 | O=C(Oc1ccc(-c2nc(-c3ccccn3)no2)cc1)c1ccccc1 | ? | -41%[inhibitor] | 9% | 1% | 1% | 6% | -4% | -11%
38 | NC(=S)Nc1cccc2cn[nH]c12 | -8% | 6%[10 µM] | . | -7% | ? | -3% | 5% | -5%
39 | COc1ccc(-c2ccc(CCC(=O)O)n2-c2ccc(Cl)cc2C)cc1 | -13% | . | 14%[76.3 µM] | . | . | -7% | . | -9%
40 | CN(C)c1ccc(CN2CCCCC2)cc1 | -14% | 6% | -15% | -9% | 2% | -8% | -12% | -7%
41 | CC(=O)Nc1cccc(NC(=O)C2CCCN2C(=O)Nc2ccc(Cl)cc2)c1 (configuration not stated) | -1% | 21% | -3% | -6% | -3% | -12% | 3% | -9%
42 | Cc1ccc(C(=O)c2cn(Cc3c(F)cccc3Cl)c3nc(C)ccc3c2=O)cc1 | -8% | . | 4%[76.3 µM] | . | . | 0% | . | -6%

5 of these compounds, reformatted:
The line under a structure holds: Tau ThT inhib, HTT ATP protect, GAA glycogen mod, aGlu spleen mod, GLA spleen mod, Tau fibril FP, GAA inhib, Tau fluor counter
[1] CCCN(CC(=O)Nc1ccc(C)cc1Br)CC(=O)Nc1ccc(F)c(F)c1F
  -12%, -1%[1.9 µM], -18%, -6%, 2%, 9%, -13%, -22%
[24] COc1ccc(Sc2ccccc2CN(C)C)cc1OC
  -1%, -1%, -13%, -2%, -6%, -5%, -9%, -3%
[32] CC(C)CC(=O)Nc1ccc2nc(SCC(=O)N3CCOCC3)sc2c1
  2%, ., -3%[76.3 µM], ., ., -3%, ., -7%
[20] Cc1[nH]n(C)c(=O)c1[N+](=O)[O-]
  4%, 5%[10 µM], -1%, -1%, 6%, 2%, ., 4%
[13] COc1cccc(CNc2nc3nc4c(c(=O)n3[nH]2)CCC4)c1
  -8%, -12%, 3%, -11%, 7%, -9%, -7%, -7%

(listing goes on)
nr | SMILES | Tau ThT inhib | HTT ATP protect | GAA glycogen mod | aGlu spleen mod | GLA spleen mod | Tau fibril FP | GAA inhib | Tau fluor counter
43 | Cc1ccc(-c2nn(CCC(=O)NN3CCOCC3)c(=O)c3ccccc23)cc1 | 1% | 7%[10 µM] | 5% | 2% | 4% | -5% | 4% | 0%
44 | Cc1cccc(-n2c(-c3csc(C)c3C)n[nH]c2=S)c1 | -12% | . | 5% | 8% | -3% | -4% | 0% | -4%
45 | Cc1ccc(C(=O)CSc2nnc(COc3cccc(C)c3)o2)cc1 | ? | 2%[10 µM] | 4% | -6% | -2% | -9% | -10% | -24%
46 | O=C(CSc1nnc2ncccn12)N1CCCCCC1 | 1% | -14% | 4% | -4% | 5% | -1% | -5% | 0%
47 | Cc1cc(=O)oc2cc(OCc3ccc(S(=O)(=O)N4CCOCC4)cc3)ccc12 | -14% | -2% | 2% | -4% | -1% | 7% | -9% | -4%
48 | CC(C)CN=C(NS(=O)(=O)c1ccccc1)C(Cl)(Cl)Cl | ? | . | 3% | -13% | 0% | ? | -3% | -25%
49 | CCCNNC(=O)C(O)(c1ccccc1)c1ccccc1 | -2% | -2%[10 µM] | 1% | -7% | -5% | -1% | 5% | -2%
50 | CC1=C(C(=O)Nc2cccc(Cl)c2C)C2(CCCCCC2)OC1=O | 1% | . | 6%[76.3 µM] | . | . | 1% | . | -14%
51 | Cc1ccc(/C=C/c2nnc(-c3cccc(C)c3)o2)cc1 | -14% | -5%[10 µM] | 7% | -7% | 1% | 2% | 5% | -12%
